# High-throughput results (PubChem BioAssay)
# CHRM5 antagonist – human M5 muscarinic receptor antagonists, primary screen, CHO cells, Fluo-8 calcium fluorescence; Muscarinic acetylcholine receptor M5 (Homo sapiens), P08912; CHO-hM5 cells, ACh EC80; inhibition, % at 3 µM; 360,000 compounds, 0.59% hits; AID 624040, 2012;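 active means inhibition above a per-plate cutoff, the mean of that plate's test compounds plus 3 SD, cut at about 27% in these data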;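 further: 0% = acetylcholine EC80 with DMSO and 100% = DMSO without agonist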
# Target sequence (P08912 whole entry, looked up): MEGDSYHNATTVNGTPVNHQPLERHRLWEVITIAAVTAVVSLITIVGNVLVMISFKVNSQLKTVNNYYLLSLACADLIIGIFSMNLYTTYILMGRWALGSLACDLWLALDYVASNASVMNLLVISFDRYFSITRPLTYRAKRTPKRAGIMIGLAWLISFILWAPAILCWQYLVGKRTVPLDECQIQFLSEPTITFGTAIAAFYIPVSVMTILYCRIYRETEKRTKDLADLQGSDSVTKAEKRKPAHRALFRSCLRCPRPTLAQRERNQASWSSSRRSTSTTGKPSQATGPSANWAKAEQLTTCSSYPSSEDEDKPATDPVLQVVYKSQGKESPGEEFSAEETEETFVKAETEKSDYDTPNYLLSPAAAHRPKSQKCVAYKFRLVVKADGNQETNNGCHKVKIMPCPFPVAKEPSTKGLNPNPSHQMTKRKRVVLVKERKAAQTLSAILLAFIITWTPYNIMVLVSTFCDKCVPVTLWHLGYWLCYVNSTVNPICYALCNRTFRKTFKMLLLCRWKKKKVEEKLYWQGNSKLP
# CHRM4 antagonist – human M4 muscarinic receptor antagonists, primary screen, CHO cells, Fluo-8 calcium fluorescence | 360,000 compounds, 0.73% hits | inhibition, % at 3 µM | CHO-hM4 cells, ACh EC80;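 active means inhibition above its plate's cutoff, the mean inhibition of sample wells plus 3 SD, cut at about 27% in these data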;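 further: 0% = acetylcholine EC80 with DMSO and 100% = DMSO without agonist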
# Target sequence (P08173 whole entry, looked up): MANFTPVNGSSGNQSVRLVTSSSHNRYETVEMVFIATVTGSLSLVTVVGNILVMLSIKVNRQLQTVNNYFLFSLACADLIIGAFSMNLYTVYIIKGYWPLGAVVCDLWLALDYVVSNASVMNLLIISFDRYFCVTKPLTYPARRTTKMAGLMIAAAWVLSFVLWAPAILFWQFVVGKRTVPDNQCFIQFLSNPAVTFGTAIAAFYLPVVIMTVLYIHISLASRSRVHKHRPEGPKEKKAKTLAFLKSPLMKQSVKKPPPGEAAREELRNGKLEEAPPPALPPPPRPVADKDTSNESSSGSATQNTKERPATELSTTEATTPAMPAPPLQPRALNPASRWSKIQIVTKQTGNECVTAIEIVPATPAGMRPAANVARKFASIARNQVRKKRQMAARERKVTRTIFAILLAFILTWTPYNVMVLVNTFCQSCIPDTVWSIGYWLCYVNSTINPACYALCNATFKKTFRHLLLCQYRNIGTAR
# CHRM1 antagonist – human M1 muscarinic receptor antagonists, primary screen, CHO-K1 cells, Fluo-8 calcium fluorescence, 1536-well. inhibition, % at 3 µM. 360,000 compounds, 1.3% hits. CHO-K1 hM1, ACh EC80 antagonist. AID 588852, 2011;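 active means percent inhibition above its own plate's cutoff, namely the mean of that plate's compound wells plus 3 SD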;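 further: peak over basal fluorescence ratio during 140 s after agonist addition; 0% = ACh EC80 plus DMSO and 100% = DMSO alone without agonist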
# M4 ag – human M4 muscarinic receptor agonists, primary screen, CHO-K1 cells, Fluo-8 calcium fluorescence; AID 624127, 2012; CHO-K1 hM4/Gqi5; vehicle 0%, full acetylcholine response 100%; activation, % at 3 µM; Muscarinic acetylcholine receptor M4 (Homo sapiens), P08173; 360,000 compounds, 0.14% hits;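 active means activation above the run mean over all test wells plus 3 SD, cut at about 32% in these data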;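 further: peak over basal fluorescence ratio per well then scaled between controls; 0% = DMSO wells and 100% = acetylcholine at EC100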
# M1 PAM – human M1 muscarinic receptor positive allosteric modulators, primary screen, CHO-K1 cells, Fluo-8 calcium fluorescence, 1536-well; 360,000 compounds, 0.088% hits; CHO-K1 hM1, ACh EC20; 0% = ACh EC20, 100% = maximal ACh; AID 588819, 2011; Muscarinic acetylcholine receptor M1 (Homo sapiens), P11229; activation, % at 3 µM; in the data active means activation above about 19%, passing the limit was not always enough
# CHRM5 PAM – human M5 muscarinic receptor positive allosteric modulators, primary screen, CHO-K1 cells, Fluo-8 calcium fluorescence. 360,000 compounds, 0.3% hits. Muscarinic acetylcholine receptor M5 (Homo sapiens), P08912. AID 624038, 2012. activation, % at 3 µM. CHO-K1 hM5, ACh EC20 PAM; 0% = ACh EC20, 100% = ACh EC100;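 active means activation above the run cutoff, the mean activation of all test compounds plus 3 SD, cut at about 18% in these data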
#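 Assay system – human M5 receptor in CHO-K1 cells · Read-out – % activation, ACh-normalized · Technique – Fluo-8 calcium fluorescence · Dosing – single-point, 3 µM nominal · Incubation – Fluo-8 loading 80 min at 37 °C plus 30 min room temperature · Repeats – singlicate, one well per test compound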
# M4 PAM – human M4 muscarinic receptor positive allosteric modulators, primary screen, CHO-K1 cells, Fluo-8 calcium fluorescence; 360,000 compounds, 0.4% hits; CHO-K1 hM4/Gqi5, ACh EC20; 0% = ACh EC20, 100% = maximal ACh; AID 624126, 2012; activation, % at 3 µM;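 active means activation above its plate's cutoff, the mean activation of sample wells plus 3 SD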; further: some results filed as inactive read as strong as hits
# CRFBP-R2 agonist – agonists of CRF-BP/CRF-R2 complex, primary screen, cell-based, HEK293, calcium dye fluorescence, uHTS | CRF-binding protein / CRF receptor 2 complex (human) | calcium dye fluorescence (FLIPR); percent of saturating CRF peptide response | activation, % at 13.2 µM | 350,000 compounds, 0.46% hits | AID 588473, 2011;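 active means activation of at least 50%, plus an integration ratio under a set limit after plate pattern correction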;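 further: plate controls were neutral control wells without compound for no effect and CRF at EC100 for full effect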
# M5 ag – human M5 muscarinic receptor agonists, primary screen, CHO-K1 cells, Fluo-8 calcium fluorescence; Muscarinic acetylcholine receptor M5 (Homo sapiens), P08912; CHO-K1 hM5 cells; 0% DMSO wells, 100% maximal acetylcholine response; activation, % at 3 µM; 360,000 compounds, 0.19% hits;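 active means activation above the run's mean over test compounds plus 3 SD, cut at about 23% in these data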;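 further: signal is peak over basal fluorescence ratio across the kinetic read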
# Numbers without * were called inactive; . = not tested or not shown.
SMILES,CHRM5 antagonist,CHRM4 antagonist,CHRM1 antagonist,M4 ag,M1 PAM,CHRM5 PAM,M4 PAM,CRFBP-R2 agonist,M5 ag
COc1ccc(OC)c2sc(NC(=O)C(C)C)nc12,2,-12,-7,0,4,-5,5,1.4,0
Cc1ccc(C(=O)N/C(=C\c2ccco2)C(=O)NCCN2CCCCC2)cc1C,15,-2,-3,1,6,-1,1,2.9,-3
CCOC(=O)c1cn(-c2ccccc2CO)c2c(F)c(F)c(F)cc2c1=O,3,-2,-4,0,3,2,0,-0.5,-4
COC(=O)CN1C(=O)[C@H]2[C@@H](/C=C/c3ccccc3)N3C(=O)CN(Cc4ccccc4)C(=O)[C@@]3(C)[C@H]2C1=O,5,7,6,2,2,7,15,-2.4,2
O=C(Nc1nc(-c2cccs2)cs1)c1ccc(S(=O)(=O)N2CCCC2)cc1,13,12,21,18,-21,-7,-10,-1.2,4
CCOC(CNC(=O)c1ccc2c(c1)ncn2-c1ccc(F)c(F)c1)OCC,2,3,0,1,5,-5,-1,-2.0,-1
Oc1c(Br)cccc1/C=N/c1ncn[nH]1,9,-6,-1,0,1,-6,1,-2.5,-1
O=C(CSc1cccc2cccnc12)Nc1cc(C(=O)O)cc(C(=O)O)c1,-2,4,-10,0,4,5,-2,0.1,2
CCOC(=O)c1c(C)c(C(=O)N2CCN(c3ccc(F)cc3)CC2)c(C)n1C,-2,-1,-8,3,12,1,4,-0.6,-3
O=C(N/N=C/c1cccnc1)c1ccccc1[N+](=O)[O-],1,3,-6,1,10,-3,3,-1.2,-6
O=C(Cn1c2[n+](c3ccc(C(F)(F)F)cc31)CCCCC2)Nc1ccc(Br)cc1,-2,-15,-9,0,2,3,2,2.9,-4
O=C1c2ccccc2C(=O)N1CCSc1nc2ccccc2c(=O)n1CCCN1CCOCC1,1,2,4,9,-12,-8,-19,-1.4,-3
O=C(Nc1ccc(Cl)cc1)Nc1ccc(S(=O)(=O)Nc2ncccn2)cc1,-5,-6,3,1,-2,5,5,1.6,-3
CCc1nc2ccc(C(=O)NCCCn3ccnc3)cn2c1N(CC)CCN(C)C,0,-5,2,0,0,0,-8,.,0
COP(=O)(OC)c1ccc(NCc2cc(O)ccc2O)cc1,-2,-10,-11,0,5,8,3,0.7,3
C=CCN1C(=O)C(Cc2ccccc2)S/C1=N/N=C/c1cccs1 (stereo not given),-11,-3,-5,0,-2,-1,2,9.7,0
COc1ccccc1OCC(=O)Nc1cccc(N(C)S(C)(=O)=O)c1,1,5,-6,5,-1,-6,-1,0.4,2
Cc1ccc2nc(-c3ccc(Br)cc3)cc(C(=O)NCC3CCCO3)c2c1 (stereo not given),1,-28,0,2,2,-5,10,0.1,-1
Cc1cc(CNC(=O)C(C)n2cc([N+](=O)[O-])cn2)c2ccccc2n1 (stereo not given),2,-7,-6,1,10,4,5,1.4,3
CCCNc1c(NC(C)=O)c(=O)oc2ccccc12,-4,-4,2,1,-6,6,-2,3.2,3

# Continued, overlapping the part above by 3 compounds.
SMILES,CHRM5 antagonist,CHRM4 antagonist,CHRM1 antagonist,M4 ag,M1 PAM,CHRM5 PAM,M4 PAM,CRFBP-R2 agonist,M5 ag
Cc1ccc2nc(-c3ccc(Br)cc3)cc(C(=O)NCC3CCCO3)c2c1 (stereo not given),1,-28,0,2,2,-5,10,0.1,-1
Cc1cc(CNC(=O)C(C)n2cc([N+](=O)[O-])cn2)c2ccccc2n1 (stereo not given),2,-7,-6,1,10,4,5,1.4,3
CCCNc1c(NC(C)=O)c(=O)oc2ccccc12,-4,-4,2,1,-6,6,-2,3.2,3
O=C(NCCC1=CCCCC1)c1cnc2n(c1=O)CCS2,9,1,19,0,-10,-6,-9,-0.7,-3
CCn1c(CC(=O)Nc2ccccc2)nnc1SCc1nc2ccccc2c(=O)[nH]1,6,2,-14,1,8,2,2,0.9,-2
CC(=O)Nc1ccc(NC(=O)CSc2nnnn2-c2ccc(F)cc2)cc1,17,-27,-9,1,10,-4,4,2.1,0
Cc1ccc(C(=O)CC(C(=O)O)n2cnc([N+](=O)[O-])n2)cc1 (stereo not given),-10,0,-1,1,11,-1,4,2.1,-2
COc1ccccc1-n1c(=O)c2c3c(sc2n2c(SC)nnc12)CCC3,-3,1,-8,0,11,6,10,-2.5,0
Cc1noc(C)c1COC(=O)c1ccccc1Oc1ccccc1,-13,-7,10,-1,0,0,7,-0.5,-10
Oc1ccccc1N=Nc1ccccc1O,-3,-13,-5,2,1,-5,4,3.1,1
CCCCC1=CC2=C(c3ccco3)C(=O)C(C)(OC(=O)c3ccc(OC)cc3)C(=O)C2=CN1C1CCCCC1 (stereo not given),1,10,-9,2,10,7,5,10,6
C=CCN=C1CC(C)(C)CC(=O)/C1=C(/O)CCC(=O)OC,4,3,0,1,1,4,4,-0.6,-4
CNc1nc(N(C)C)nc(N(C)C)n1,-3,5,-25,0,-4,3,-8,72*,1
Cc1csc(Sc2ccc(C(=O)OCC(=O)Nc3ccc(OC(F)(F)F)cc3)cc2[N+](=O)[O-])n1,8,2,-1,0,-1,-4,0,-2.1,-5
Cc1cccn2c(=O)c3cc(C(=O)NCC4CCCO4)c(=N)n(CCc4ccccc4)c3nc12 (stereo not given),11,5,-5,1,1,2,-3,-2.4,-1
C=CCNc1nc(SCC=C)nc2ccsc12,-5,8,-32,0,1,-2,-2,-2.1,-7
Cc1cc(C)nc(SCC(=O)Nc2ccc(S(=O)(=O)NC(C)(C)C)cc2)n1,7,3,-5,6,1,-11,-2,-1.6,7
O=C(COC(=O)/C=C/c1ccc(F)cc1)NCc1cccs1,12,-2,-6,6,1,-13,5,0.2,2
CCCSc1nnc(N2C(=O)CC(c3ccsc3)C3=C2CCCC3=O)s1 (stereo not given),7,-16,-8,-1,9,-4,0,1.2,-1
O=C(Cn1nc2ccccc2n1)N/N=C/c1cc(Cl)cc([N+](=O)[O-])c1O,4,4,-8,1,9,-2,9,-3.7,-3
Cc1cc(C)c(S(=O)(=O)Nc2cc(C)on2)c(C)c1,1,6,-24,0,15,-2,13,-1.4,-3
Cc1ccc(CN2CC(=O)N3[C@H]4c5cc(Cl)ccc5OC[C@@H]4[C@H](c4ccccc4)[C@]3(C)C2=O)cc1,2,-7,13,2,-3,7,5,4.2,1
O=C(NCCO)C1CCN(S(=O)(=O)c2ccc(F)cc2)CC1,-3,-3,-2,1,3,-2,0,-0.5,-5
c1ccc(Cc2ccc(OCCN3CCOCC3)cc2)cc1,10,-1,7,1,-4,0,4,-1.7,-5
Cc1nn(-c2ccccc2)c(C)c1C(=O)OC/C(O)=C(\C#N)c1nc2ccccc2[nH]1,1,-3,-7,7,4,-1,-8,1.6,5
COc1cccc(CNC(=O)COC(=O)C2CCN(c3ccc(C(F)(F)F)cn3)CC2)c1,5,4,8,3,-4,-7,1,-1.0,-3
O=C(Nc1ccc2c(c1)CCCN2C(=O)c1cccs1)c1cccc(F)c1,-7,-12,13,22,-13,-9,-8,1.2,-2
CCC1CCCCN1C(=O)Cn1c(=O)n(CCCC(=O)NCc2ccco2)c(=O)c2sccc21 (stereo not given),19,6,-1,1,1,-4,-6,-0.6,0
O=C1CC(c2ccccc2F)c2c(c3ccccc3[nH]c2=O)O1 (stereo not given),7,-4,-2,0,0,1,-1,0.5,-3
CC(Oc1ccc(Cl)cc1Cl)C(=O)NC1CCSC1=O (stereo not given),1,-14,-4,0,4,4,2,-2.7,-3
CC1(C)Cc2cccc(OCC(O)CNCc3ccccn3)c2O1 (stereo not given),-1,6,-11,7,12,-3,10,-2.7,1
COc1cc(C2C(C#N)=C(C)NC3=C2C(=O)CC(C)(C)C3)ccc1O (stereo not given),0,10,0,0,3,3,11,-0.7,-1
Cc1cc2c(cc1C)N(C(=O)CN1C(=O)c3ccccc3C1=O)C(C)(C)c1ssc(=S)c1-2,2,25,9,1,-3,-11,-15,1.0,-2
C[C@@H]1CN([C@H](C)CO)C(=O)CCCn2nncc2CO[C@H]1CN(C)S(=O)(=O)c1cn(C)cn1,2,0,-1,0,-3,4,0,-1.7,1
Cc1ccc(S(=O)(=O)NCc2ccccn2)cc1C,-1,3,-18,2,12,1,0,-1.7,-2
CCOC(=O)C1CCN(C(=O)C(C)c2ccc([N+](=O)[O-])cc2)CC1 (stereo not given),-3,-1,-6,2,6,-6,-7,0.6,-10
CCN(CC)c1ccc2cc(C#N)c(=O)oc2c1,10,6,4,1,-2,-2,-3,102*,-2
Cc1ccc(-c2nc(S(=O)(=O)c3ccc(C)cc3)c(SCC(=O)NCC3CCCO3)o2)cc1 (stereo not given),11,-6,4,2,0,0,-3,-0.6,-3
COc1ccc(/C=C2/C(=O)N(c3nc4ccccc4s3)N=C2CSc2ccc(Cl)cc2)cc1,0,1,12,1,-12,0,7,-4.8,2
COC(=O)C1=C(CS(=O)(=O)c2ccccc2)NC(=O)NC1c1ccc(OC)c(OC)c1 (stereo not given),0,0,-12,0,11,0,4,-1.3,-3
CCC(=O)OCC(=O)Nc1ccc([N+](=O)[O-])cc1OC,-4,6,1,0,2,-2,-3,1.0,-4
Cc1ccc(C(O)Cn2cc([N+](=O)[O-])nc2C)cc1 (stereo not given),7,-2,-12,3,8,0,10,0.6,-2
COc1cccc(CC(=O)Nc2cc(S(=O)(=O)N3CCOCC3)ccc2OC)c1,4,-2,-18,1,12,1,3,1.0,0
O=C(Nc1ccncc1)C1CCN(S(=O)(=O)c2ccc(Cl)c(C(F)(F)F)c2)CC1,11,-4,1,14,-1,-9,0,0.1,7
O=C(O)CCC(=O)Nc1ccccc1C(=O)N1CCN(c2ccc(Cl)cc2)CC1,-8,-7,-13,2,15,-7,3,-0.6,-5
CN(C)c1ccc(C(CN)c2c[nH]c3ccccc23)cc1 (stereo not given),5,3,0,1,6,6,-3,-0.4,2
Cc1nc(C)c(NC(=O)OC(C)C)cc1NC(=O)OC(C)C,-6,-16,4,1,2,0,9,1.8,3
CCOc1cc(/C=N/Nc2cc(C)nc3ccc(C)cc23)ccc1O,11,12,-16,3,9,-3,-5,0.3,-2
Cc1nn(Cc2ccccc2)c(Cl)c1C(=O)OCC(=O)NC(=O)NC12CC3CC(CC(C3)C1)C2,-3,2,-12,0,3,-1,-10,-2.1,-1
CCCN(CCC)C(=S)Nc1cc(C(=O)OC)ccc1C(=O)OC,-6,-5,-11,-3,3,1,-6,-0.3,-6
CC(C)OP(=O)(c1ccc(N(C)C)cc1)C(O)c1ccccc1F (stereo not given),1,6,0,1,5,-1,-4,-0.2,-6
COc1ccccc1/C=C1\SC(=S)N(NS(=O)(=O)c2ccccc2)C1=O,5,-8,15,1,2,0,1,-0.4,-2
